From PubChem BioAssay
TNAP act mid DEA = human TNAP activation, intermediate phosphate acceptor; P05186; purified TNAP, CDP-star luminescence, 100 mM DEA, 30 min; hits give high values; scale: 0 levamisole-inhibited, 1 vehicle-only enzyme; activation factor at 20 µM; 64,000 tested, under 10 active; AID 813;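 active = activation factor of at least 2 at 20 µM, relative to controls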
MMP-13 inhibitor = MMP13 (human) collagenase inhibition | MMP-13 fTHP FRET cleavage, Mca fluorescence | inhibition, % at 4 µM | 65,000 compounds, 0.07% hits | AID 570;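 active = inhibition above the mean of compound-free control plate wells plus 3 SD, cut at about 14% in these data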;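 note: 0% = DMSO wells and 100% = wells with reference MMP-13 inhibitor after basal subtraction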
NADH coupling = inhibition of NAD/NADH coupling enzymes, library profiling | IC50, µM (doses to about 10 µM), for the others: top-dose inhibition | AID 774 | 65,000 compounds, 0.02% hits | coupled PK/LDH NADH assays, four targets;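 active = single-dose screening hits from any of four coupled enzyme assays that gave an IC50 when retested across doses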;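 note: the DPM-DC format reads NADH fluorescence rather than 340 nm absorbance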
5HT1a ag = 5-HT1a (human) receptor agonism | P08908 | CHO 5-HT1a Ga15 NFAT-bla reporter, FRET ratio; 0% basal, 100% maximal reference agonist | activation, % at 10 µM | 65,000 compounds, 0.56% hits;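 active = activation above the screen-wide mean activation plus 3 SD, cut at about 19% in these data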;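 note: 0% = DMSO wells and 100% = 5-CT at EC100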
Target sequence (P08908 whole entry, looked up): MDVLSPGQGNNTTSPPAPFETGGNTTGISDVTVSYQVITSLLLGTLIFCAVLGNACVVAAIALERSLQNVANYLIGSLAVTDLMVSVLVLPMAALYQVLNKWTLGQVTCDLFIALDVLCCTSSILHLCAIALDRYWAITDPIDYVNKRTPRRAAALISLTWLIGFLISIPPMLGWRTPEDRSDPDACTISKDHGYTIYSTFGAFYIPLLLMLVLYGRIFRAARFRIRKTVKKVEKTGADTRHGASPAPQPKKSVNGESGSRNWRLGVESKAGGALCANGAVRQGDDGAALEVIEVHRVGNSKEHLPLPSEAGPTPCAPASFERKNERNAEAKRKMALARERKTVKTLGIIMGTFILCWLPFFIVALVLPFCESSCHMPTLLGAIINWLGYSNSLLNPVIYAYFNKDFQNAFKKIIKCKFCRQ
A340 absorber = compounds absorbing at 340 nm | compound absorbance at 340 nm, fold over control | fold change at 10 µM | 65,000 tested, under 10 active;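 active = at 10 µM dose, initial 340 nm absorbance at least 2 fold that of control wells; inactive = change under 2 fold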;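 note: initial absorbance extrapolated from kinetic A340 decline of NADH oxidation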
Fluor 339 460 = intrinsic fluorescence of library compounds, ex339/em460 – biochemical, MLSMR library, data from DPM-DC assay, artefact control, profiling panel. fluorescence fold increase at 10 µM. 65,000 compounds, 5.5% hits. compound autofluorescence, ex339/em460 nm, NADH buffer; hits give high values; 1 = no-compound wells, NADH background;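 active = at 10 µM, mean starting fluorescence two-fold or more over control wells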;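 note: signal is the first read of a kinetic run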
RORA act = activates the human nuclear receptor RORA; P35398; CHO-K1 Gal4-RORA LBD luciferase reporter, luminescence; percent increase over mock-subtracted basal signal; activation, % at 10 µM; 65,000 compounds, 1.5% hits; AID 560;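 active = activation above the mean of all tested compounds plus 3 SD, cut at about 49% in these data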;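 note: 0% = DMSO-treated RORA cells and 100% = added signal equal to DMSO minus mock-transfected cells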
5-HT1A blocker = 5-HT1a (human) receptor antagonism; 62,000 compounds, 0.68% hits; inhibition, % at 10 µM; AID 612; P08908; CHO 5-HT1a Ga15 NFAT-bla reporter, antagonist mode;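 active = inhibition above the mean of all tested compounds plus 3 SD, cut at about 43% in these data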;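 note: receptor stimulated by 5-CT agonist at 100 nM near EC80; beta-lactamase reporter measured by ratiometric fluorescence of a cleavable substrate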
SF-1 act = activators of human nuclear receptor SF-1; CHO-K1 Gal4-SF-1 LBD luciferase reporter; % increase over DMSO SF-1-specific signal; activation, % at 10 µM; Q13285; AID 522; 65,000 compounds, 1.9% hits;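 active = activation above the mean activation of all tested compounds plus 3 SD, cut at about 50% in these data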
Target sequence (Q13285 whole entry, looked up, the tested form may be a part): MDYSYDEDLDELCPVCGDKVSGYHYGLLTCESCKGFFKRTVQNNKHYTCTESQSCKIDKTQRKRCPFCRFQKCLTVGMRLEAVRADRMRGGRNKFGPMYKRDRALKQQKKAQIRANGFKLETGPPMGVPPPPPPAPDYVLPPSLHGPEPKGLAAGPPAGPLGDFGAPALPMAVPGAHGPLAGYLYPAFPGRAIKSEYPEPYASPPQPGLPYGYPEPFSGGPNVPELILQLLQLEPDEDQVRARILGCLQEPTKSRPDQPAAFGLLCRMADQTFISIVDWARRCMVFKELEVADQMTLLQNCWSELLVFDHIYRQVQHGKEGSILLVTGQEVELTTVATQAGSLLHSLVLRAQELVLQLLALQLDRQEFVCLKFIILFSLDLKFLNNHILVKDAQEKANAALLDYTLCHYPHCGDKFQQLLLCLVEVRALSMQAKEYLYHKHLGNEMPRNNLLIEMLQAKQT
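Assay system – CHO-K1 cells with Gal4–hSF-1 LBD chimera plus Gal4-driven luciferase · Quantity – 4,000 cells per well · Times – compound added 1 h post-seeding, 20 h exposure at 37 °C, 5% CO2 · Measured by – luciferase light emission · Benchmarks – DMSO and mock-transfected background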
Active calls of the source: *.

`COc1ccccc1OCCCn1cc(C#N)c2ccccc21` gave TNAP act mid DEA 0.9, MMP-13 inhibitor 1, NADH coupling 4%, 5HT1a ag 1.1, A340 absorber 1.1, Fluor 339 460 1.1, RORA act 8, 5-HT1A blocker 1 and SF-1 act 5.
For CN(C)S(=O)(=O)c1cccc(C(=O)NCC2CCCO2)c1 (configuration not stated) the results were TNAP act mid DEA 0.9, MMP-13 inhibitor 0, NADH coupling 13%, 5HT1a ag 7.2, A340 absorber 1, Fluor 339 460 1.6, RORA act 5, 5-HT1A blocker 1 and SF-1 act -6.
`CC(C)(C)C(=O)c1no[n+]([O-])c1/C(=N/O)C(C)(C)C` gave TNAP act mid DEA 0.9, MMP-13 inhibitor 3, NADH coupling 7%, 5HT1a ag -2.5, A340 absorber 0.99, Fluor 339 460 1.1, RORA act -6, 5-HT1A blocker -4 and SF-1 act 12.
Screening Cc1cc(C)cc(NC(=O)CSc2nnc(-c3ccc(S(=O)(=O)N4CCCC4)cc3)o2)c1 returned TNAP act mid DEA 1, MMP-13 inhibitor 0, NADH coupling 6%, 5HT1a ag -0.8, A340 absorber 1, Fluor 339 460 1.1, RORA act -18, 5-HT1A blocker 0 and SF-1 act -4.
CN(C)c1ccc(C2N(C(=O)N3CCOCC3)CCN2S(=O)(=O)c2ccccc2)cc1 (configuration not stated) was read as TNAP act mid DEA 1, MMP-13 inhibitor 3, NADH coupling 4%, 5HT1a ag -2.4, A340 absorber 1.1, Fluor 339 460 1, RORA act 0, 5-HT1A blocker 2 and SF-1 act 1.
`COc1ccc(-c2cc(C(F)(F)F)nc(SCC(=O)Nc3cc(C)on3)n2)cc1` gave TNAP act mid DEA 0.9, MMP-13 inhibitor -17, NADH coupling 7%, 5HT1a ag -1.4, A340 absorber 1.1, Fluor 339 460 3*, RORA act 1, 5-HT1A blocker 10 and SF-1 act 24.
`Cc1cc(C)nc(SCC(=O)N2CCCCC2)n1` gave TNAP act mid DEA 0.9, MMP-13 inhibitor 0, NADH coupling 8%, 5HT1a ag -2.1, A340 absorber 1, Fluor 339 460 1.1, RORA act -17, 5-HT1A blocker -13 and SF-1 act -8.
Screening CC1(C)CC(CC(=O)O)(c2ccccc2)CCO1 (configuration not stated) returned TNAP act mid DEA 1, MMP-13 inhibitor 0, NADH coupling 0%, 5HT1a ag 4.0, A340 absorber 1.1, Fluor 339 460 1.1, RORA act -5, 5-HT1A blocker -1 and SF-1 act 24.
Screening Cc1ccc(C)c(OCc2nc(-c3cccnc3)no2)c1 returned TNAP act mid DEA 0.9, MMP-13 inhibitor -4, NADH coupling 1%, 5HT1a ag -2.8, A340 absorber 1, Fluor 339 460 1.1, RORA act 0, 5-HT1A blocker 11 and SF-1 act 21.
Clc1ccccc1-c1nnc2sc(-c3ccccn3)nn12 was read as TNAP act mid DEA 0.8, MMP-13 inhibitor 1, NADH coupling 4%, 5HT1a ag -0.1, A340 absorber 0.98, Fluor 339 460 1.1, RORA act -5, 5-HT1A blocker -11 and SF-1 act -2.
`O=C(O)CN1C(=O)Nc2ccc(Br)cc2C1c1ccccc1` (configuration not stated) gave TNAP act mid DEA 1, MMP-13 inhibitor 4, NADH coupling 2%, 5HT1a ag -3.2, A340 absorber 1.1, Fluor 339 460 1, RORA act -7, 5-HT1A blocker -3 and SF-1 act 8.
For O=C(CCCn1c(=S)[nH]c2ccccc2c1=O)N1CCCCC1 the results were TNAP act mid DEA 0.9, MMP-13 inhibitor 1, NADH coupling 2%, 5HT1a ag -1.8, A340 absorber 1, Fluor 339 460 1, RORA act 6, 5-HT1A blocker -5 and SF-1 act 3.

Reprinted from the part before: 2 entries, then new ones.
`O=C(O)CN1C(=O)Nc2ccc(Br)cc2C1c1ccccc1` (configuration not stated) gave TNAP act mid DEA 1, MMP-13 inhibitor 4, NADH coupling 2%, 5HT1a ag -3.2, A340 absorber 1.1, Fluor 339 460 1, RORA act -7, 5-HT1A blocker -3 and SF-1 act 8.
For O=C(CCCn1c(=S)[nH]c2ccccc2c1=O)N1CCCCC1 the results were TNAP act mid DEA 0.9, MMP-13 inhibitor 1, NADH coupling 2%, 5HT1a ag -1.8, A340 absorber 1, Fluor 339 460 1, RORA act 6, 5-HT1A blocker -5 and SF-1 act 3.
Screening CCCC(C)n1[nH]c(=O)c2c(C)cc(C)nc21 (configuration not stated) returned TNAP act mid DEA 1, MMP-13 inhibitor 4, NADH coupling 2%, 5HT1a ag -3.0, A340 absorber 1, Fluor 339 460 1.2, RORA act -6, 5-HT1A blocker 6 and SF-1 act -2.
For Cn1c(Cn2c(=O)sc3ccccc32)nnc1SCC(N)=O the results were TNAP act mid DEA 1, MMP-13 inhibitor 1, NADH coupling 4%, 5HT1a ag -0.3, A340 absorber 1.1, Fluor 339 460 1, RORA act -13, 5-HT1A blocker -2 and SF-1 act -2.
Screening COCCNc1nc2c(c(=O)n(C)c(=O)n2C)n1Cc1cccc(C(F)(F)F)c1 returned TNAP act mid DEA 1, MMP-13 inhibitor 2, NADH coupling 5%, 5HT1a ag -0.2, A340 absorber 1, Fluor 339 460 1.1, RORA act -51 and SF-1 act -27.
Screening CC(C)C(=O)Nc1c(C(=O)c2ccc(F)cc2)oc2ccccc12 returned TNAP act mid DEA 0.9, MMP-13 inhibitor -4, NADH coupling 6%, 5HT1a ag 5.3, A340 absorber 1.1, Fluor 339 460 1.6, RORA act -15, 5-HT1A blocker 20 and SF-1 act -29.
COC(=O)C1CCN(C(=O)c2c(-c3ccccc3Cl)noc2C)CC1 was read as TNAP act mid DEA 1, MMP-13 inhibitor 3, NADH coupling 1%, 5HT1a ag -1.8, A340 absorber 1.1, Fluor 339 460 1.1, RORA act -2, 5-HT1A blocker 5 and SF-1 act -2.
Screening CCC(c1nnnn1C(C)(C)CC)N(CCCO)Cc1cc2cc(C)cc(C)c2[nH]c1=O (configuration not stated) returned TNAP act mid DEA 0.9, MMP-13 inhibitor -10, NADH coupling 3%, 5HT1a ag 1.5, A340 absorber 1.1, Fluor 339 460 1.2, RORA act -14, 5-HT1A blocker 1 and SF-1 act -6.
`O=C(CN1C(=O)COc2ccccc21)N1CCN(c2ccccc2F)CC1` gave TNAP act mid DEA 0.9, MMP-13 inhibitor 1, NADH coupling 3%, 5HT1a ag 0.1, A340 absorber 1, Fluor 339 460 1.1, RORA act 1, 5-HT1A blocker 9 and SF-1 act 4.
`COc1cccc(Oc2cn[nH]c2-c2ccc(O)cc2O)c1` gave TNAP act mid DEA 0.9, MMP-13 inhibitor -5, NADH coupling 3%, 5HT1a ag 0.3, A340 absorber 0.98, Fluor 339 460 1, RORA act 12, 5-HT1A blocker 25 and SF-1 act 0.
Screening Cc1cccc(N2C(=O)CC(N(C(=O)c3ccco3)c3cccc(C)c3)C2=O)c1 (configuration not stated) returned TNAP act mid DEA 0.9, MMP-13 inhibitor 3, NADH coupling 2%, 5HT1a ag 5.8, A340 absorber 0.99, Fluor 339 460 1.1, RORA act -15, 5-HT1A blocker -9 and SF-1 act -16.
`CSc1nnc(-c2ccncc2)n1CCCN1CCCC1=O` gave TNAP act mid DEA 1, MMP-13 inhibitor 1, NADH coupling 12%, 5HT1a ag -0.2, A340 absorber 1, Fluor 339 460 0.81, RORA act 18, 5-HT1A blocker -1 and SF-1 act -30.
`Cc1ccc(S(=O)(=O)n2nc(-c3ccc(Cl)cc3)nc2NCc2ccco2)cc1` gave TNAP act mid DEA 0.9, MMP-13 inhibitor 4, NADH coupling 0%, 5HT1a ag 0.8, A340 absorber 1, Fluor 339 460 1.2, RORA act 0, 5-HT1A blocker 31 and SF-1 act -6.
Screening Cc1oc(/N=C/c2cccc3ccccc23)c(C#N)c1C returned TNAP act mid DEA 0.9, MMP-13 inhibitor -4, NADH coupling 0%, 5HT1a ag -1.3, A340 absorber 1.1, Fluor 339 460 1.1, RORA act 8, 5-HT1A blocker 4 and SF-1 act 31.
Screening Cn1cc(C(=O)NCN2CCCCC2)c2ccccc21 returned TNAP act mid DEA 0.9, MMP-13 inhibitor -2, NADH coupling 3%, 5HT1a ag -0.2, A340 absorber 1, Fluor 339 460 1, RORA act -9 and SF-1 act 14.
O=C(O)CCSCc1ccccc1F was read as TNAP act mid DEA 1, MMP-13 inhibitor -4, NADH coupling 5%, 5HT1a ag -1.6, A340 absorber 0.99, Fluor 339 460 1.1, RORA act 9, 5-HT1A blocker 2 and SF-1 act 6.
`Cc1c(C(=O)NCCN2CCOCC2)oc2ccc(S(=O)(=O)N3CCCCCC3)cc12` gave TNAP act mid DEA 0.9, MMP-13 inhibitor 0, NADH coupling 4%, 5HT1a ag 2.7, A340 absorber 0.98, Fluor 339 460 1.1, RORA act 29, 5-HT1A blocker 2 and SF-1 act 8.
Screening O=C1OC(Nc2nc3ccccc3s2)c2ccccc21 (configuration not stated) returned TNAP act mid DEA 0.9, MMP-13 inhibitor -1, NADH coupling 4%, 5HT1a ag -1.6, A340 absorber 1.1, Fluor 339 460 0.95, RORA act -11, 5-HT1A blocker -2 and SF-1 act 0.
Screening O=C(c1cccnc1)N1CCN(C(=O)c2cccs2)CC1 returned TNAP act mid DEA 1, MMP-13 inhibitor -2, NADH coupling 12%, 5HT1a ag -0.5, A340 absorber 1, Fluor 339 460 1.1, RORA act 1, 5-HT1A blocker -8 and SF-1 act -5.
`Cn1c(CCNC(=O)c2ccco2)nc2cc(NC(=O)C3CCCCC3)ccc21` gave TNAP act mid DEA 1, MMP-13 inhibitor -9, NADH coupling 4%, 5HT1a ag -2.1, A340 absorber 1, Fluor 339 460 0.93, RORA act 3, 5-HT1A blocker -1 and SF-1 act 10.
O=C(Nc1ccc2nc(-c3cccnc3)[nH]c2c1)c1ccco1 was read as TNAP act mid DEA 1, MMP-13 inhibitor 3, NADH coupling 5%, 5HT1a ag 4.3, A340 absorber 1.2, Fluor 339 460 1.1, RORA act 2, 5-HT1A blocker 2 and SF-1 act -4.
O=C1CC(N2CCN(c3ccccc3Cl)CC2)C(=O)N1c1ccccc1 (configuration not stated) was read as TNAP act mid DEA 0.9, MMP-13 inhibitor 2, NADH coupling 4%, 5HT1a ag -1.6, A340 absorber 1, Fluor 339 460 1.1, RORA act -13, 5-HT1A blocker -6 and SF-1 act 15.
COc1cc(OC)cc(C(=O)Nc2cc(NC(=O)c3ccco3)ccc2OC)c1 was read as TNAP act mid DEA 1, MMP-13 inhibitor 1, NADH coupling 3%, 5HT1a ag -0.4, A340 absorber 1.1, Fluor 339 460 1.1, RORA act 3, 5-HT1A blocker 25 and SF-1 act 11.
Oc1c(C(Nc2ccccn2)c2ccccn2)ccc2cccnc12 (configuration not stated) was read as TNAP act mid DEA 1.2, MMP-13 inhibitor -1, NADH coupling 0%, 5HT1a ag -2.3, A340 absorber 1.1, Fluor 339 460 1.1, RORA act -10, 5-HT1A blocker 48* and SF-1 act -21.
O=C(NCCN1CCCC1)c1ccc2c(c1)N(Cc1ccc(F)cc1)C(=O)c1ccccc1S2=O (configuration not stated) was read as TNAP act mid DEA 0.9, MMP-13 inhibitor 5, NADH coupling 4%, 5HT1a ag -0.1, A340 absorber 1, Fluor 339 460 0.85, RORA act 0, 5-HT1A blocker 2 and SF-1 act 2.
For O=C(NCCCN1CCOCC1)c1ccc(S(=O)(=O)N2CCOCC2)cc1 the results were TNAP act mid DEA 1, MMP-13 inhibitor -1, NADH coupling 6%, 5HT1a ag -0.3, A340 absorber 1, Fluor 339 460 1.1, RORA act 4, 5-HT1A blocker -1 and SF-1 act -2.
